CTSL1 counter: cathepsin L1 inhibition, PFM18AAP counter-screen | recombinant F. hepatica cathepsin L1, Z-Leu-Arg-MCA fluorescence | inhibition, % at 5.96 µM | hit rate 0.49% among 300,000 | AID 1906;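 active = inhibition above the mean of all tested compounds plus 3 SD, set per screening campaign, cut at about 17% in these data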;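 also: 0% = plate median of test compound wells and 100% = 1 µM Z-Phe-Ala-diazomethylketone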
TPT1 inhibitor: blocks Candida albicans tRNA 2'-phosphotransferase | inhibition, % at 5 µM | recombinant caTPT1, FP RNA substrate dephosphorylation | hit rate 0.81% among 300,000;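 active = inhibition above the mean of all tested compounds plus 3 SD, set per screening campaign, cut at about 24% in these data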;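 also: plate controls were DMSO alone for no effect and ferristatin control at 100 nM for full effect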
PP5 primary: PP5 (human) phosphatase inhibition. P53041. purified PP5c, OMFP substrate fluorescence. inhibition, % at 6.7 µM. hit rate 0.18% among 320,000. AID 1987;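 active = inhibition above the campaign's mean inhibition across all tested compounds plus 3 SD, cut at about 9.5% in these data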;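 also: 0% = DMSO only and 100% = 100 µM cantharidin control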
core dimer inh: HCV core protein dimerization inhibition | hit rate 0.33% among 300,000 | AID 1899 | inhibition, % at 5 µM | TR-FRET GST/Flag-core106 dimerization, 1536-well;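 active = inhibition above the mean of all tested compounds plus 3 SD, set per screening campaign, cut at about 45% in these data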
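Assay system: tagged HCV core106 pair (GST and Flag); medium: KF-containing HEPES buffer, pH 7.45, DTT, CHAPS, BSA; also added: Eu donor and XL665 acceptor anti-tag antibodies; dosing: 5 µM single dose; timing: compound-protein-antibody incubation 4 h at 22.5 °C; signal: TR-FRET 671 and 617 nm emission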
GASC-1 inh: human JMJD2C demethylase inhibition; Q9H3R0; inhibition, % at 2.35 µM; hit rate 0.069% among 330,000; GST-JMJD2C(1-420) H3K9me3 demethylation, DELFIA europium;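 active = more than half of a compound's replicate wells show inhibition beyond 50%, single wells judged on their own value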;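 also: signal counts dimethyl H3K9 product captured on neutravidin plate; 0% = median of DMSO wells and 100% = 0.3 times that DMSO median; strong numbers were not always called active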
PP1 inh: counter-screen for PP5 inhibitors: inhibitors of human PP1-alpha; purified PP1alpha, OMFP fluorescence; hit rate 0.9% among 320,000; P62136; inhibition, % at 6.7 µM;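 active = inhibition above the mean inhibition of all tested compounds plus 3 SD, computed separately for each screening campaign, cut at about 15% in these data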
Target sequence (P62136 whole entry, looked up): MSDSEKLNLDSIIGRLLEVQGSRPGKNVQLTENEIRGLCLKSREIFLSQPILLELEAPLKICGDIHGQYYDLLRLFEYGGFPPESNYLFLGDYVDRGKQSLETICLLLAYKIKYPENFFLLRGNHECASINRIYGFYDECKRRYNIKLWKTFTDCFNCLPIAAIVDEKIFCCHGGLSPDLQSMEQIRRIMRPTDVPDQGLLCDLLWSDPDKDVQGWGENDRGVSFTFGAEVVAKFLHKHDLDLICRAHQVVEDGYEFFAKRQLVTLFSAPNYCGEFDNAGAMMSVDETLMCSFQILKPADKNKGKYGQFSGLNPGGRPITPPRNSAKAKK
Efflux pump inh: antifungal efflux pump inhibition, Nile Red retention; S. cerevisiae Candida pump triplex; inhibition, % at 10 µM; hit rate 0.44% among 330,000;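 active = plate passing quality check with inhibition over a set limit, or well fluorescence over plate mean plus 4 SD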;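 also: Nile Red retained in pooled yeast measured as flow cytometry median fluorescence; 0% = buffer negative control and 100% = Enniatin B positive control; higher means more Nile Red kept so more efflux inhibition; some compounds called inactive have numbers as strong as hits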
procasp7 counter: counter-screen: procaspase-7 (human) activation; AID 463210; activation, % at 8.5 µM; P55210; recombinant procaspase-7, Ac-DEVD-pNA absorbance 405 nm; D23A/D198A/D206A triple mutant, cannot self-cleave; scale: DMSO 0, 5 µM enzyme 100; hit rate 0.093% among 330,000;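 active = percent activation above the screen-wide mean plus 3 SD, cut at about 25% in these data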
Target sequence (P55210 whole entry D23A/D198A/D206A): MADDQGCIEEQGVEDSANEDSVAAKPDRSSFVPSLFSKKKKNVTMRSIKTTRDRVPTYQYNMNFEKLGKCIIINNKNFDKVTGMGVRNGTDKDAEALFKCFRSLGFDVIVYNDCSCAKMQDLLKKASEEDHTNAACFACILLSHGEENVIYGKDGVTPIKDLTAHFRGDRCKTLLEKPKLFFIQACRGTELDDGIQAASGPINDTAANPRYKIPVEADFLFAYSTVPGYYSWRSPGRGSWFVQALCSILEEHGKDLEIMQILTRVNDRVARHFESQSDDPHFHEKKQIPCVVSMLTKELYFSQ
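Test system: Procaspase-7 triple mutant (PC-7 D3A). Also added: Ac-DEVD-pNA substrate, 400 µM as added. Schedule: 1 h enzyme–compound preincubation and 2 h substrate reaction, both 25 °C. Signal: p-Nitroaniline absorbance at 405 nm, read at 0 and 120 min. Control set: low DMSO alone, high DMSO plus 5 µM PC-7.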
procasp3 activ: procaspase-3 (human) activation. P42574. recombinant procaspase-3 D3A, Ac-DEVD-pNA absorbance 405 nm. activation, % at 8.5 µM. hit rate 0.11% among 330,000. AID 463141;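 active = activation above the mean of all tested compounds plus 3 SD, cut at about 21% in these data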;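 also: 0% = DMSO alone and 100% = DMSO wells spiked with extra 5 µM PC-3 D3A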
Target sequence (P42574 whole entry D9A/D28A/D175A): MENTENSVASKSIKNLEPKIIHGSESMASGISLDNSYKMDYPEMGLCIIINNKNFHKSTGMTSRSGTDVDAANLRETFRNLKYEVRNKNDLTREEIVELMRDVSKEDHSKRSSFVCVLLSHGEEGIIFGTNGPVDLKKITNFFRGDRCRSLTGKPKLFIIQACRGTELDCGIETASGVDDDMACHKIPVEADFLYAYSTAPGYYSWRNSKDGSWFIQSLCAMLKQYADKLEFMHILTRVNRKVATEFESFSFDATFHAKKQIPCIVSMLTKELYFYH
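Test system: Procaspase-3 D3A mutant; medium: Zinc-free HEPES/NaCl buffer with 0.01% Triton X-100 at pH 7.4; reagent: DEVD-pNA substrate; doses: one concentration, 8.5 µM nominal, 0.8% DMSO; times: 1 h preincubation plus 2 h reaction at 25 °C; signal: Epi-absorbance at 405 nm of released p-nitroaniline, 0 and 120 min; replicates: singlicate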
* marks the source's active call; other numbers are inactive results; . = no result given; & = joins results of further samples.

no.	canonical_smiles	CTSL1 counter	TPT1 inhibitor	PP5 primary	core dimer inh	GASC-1 inh	PP1 inh	Efflux pump inh	procasp7 counter	procasp3 activ
1	CC(=O)N/C(=C/c1ccc(OS(=O)(=O)c2ccc(C)cc2)cc1)C(=O)Nc1ccc(C(=O)O)cc1	-2	0	-1.0	3	-7	0	-0.1	6	6
2	CC(C)(C)c1ccc(C(=O)Nn2cnnc2)cc1	-1	1	1.1	10	-2	-3	0.0	4	13
3	Oc1ccccc1CN1CCCN(Cc2ccccc2O)C1	8	-4	2.2	5	-33	3	0.0	-14	-6
4	Cc1cccc(OCCCCCN2CCOCC2)c1C	3	-4	0.6	2	5	-3	0.0	6	6
5	O=C(O)c1sc2cc(C(F)(F)F)cnc2c1-c1ccccc1	1	2	-2.9	1	-15	-3	0.2	-7	-8
6	CCOc1ccc(C2C(C(=O)c3ccc(C)o3)=C(O)C(=O)N2CCCN(CC)CC)cc1 (stereo unspecified)	0	0	-2.2	-4	0	0	-0.1	-51	-12
7	CCNc1ccc(C(=O)OCC(=O)N(Cc2ccccc2)C(C)(C)C)cc1[N+](=O)[O-]	-2	0	-0.2	13	-1	-1	0.0	-10	7
8	CCN(CC)CCN1C2=C(C(=O)CC(C)(C)C2)C(c2cccc(F)c2)C2=C1CC(C)(C)CC2=O	5	-3	0.6	3	-2	1	-0.1	-8	-7
9	CC(=O)Nc1c(C(=O)c2ccc(F)cc2)oc2ccccc12	-5	-2	1.8	3	-3	1	0.5	-2	1
10	COc1ccc(-n2nc3c(c2NC(=O)COc2ccccc2)CS(=O)(=O)C3)cc1	1	3	-2.5	5	4	-4	0.2	15	6
11	CCOc1ccc(N(CC(=O)NC2CCCCC2)S(=O)(=O)c2ccc(C)cc2)cc1	1	-5	1.3	8	4	1	0.1	2	-2
12	Cc1c(C(=O)Nc2ccc(S(=O)(=O)Nc3ncccn3)cc2)oc2ccccc12	.	.	-0.8	.	8	-1	-0.1	-11	4
13	COc1ccc(-n2ncc3c(N4CCN(Cc5ccccc5)CC4)ncnc32)cc1	-1	-2	1.8	-5	-3	-1	0.2	7	-4
14	COc1ccc(C2=NC(=O)NC2c2ccc(OC)cc2)cc1 (stereo unspecified)	-1	-2	0.9	-10	3	2	0.0	2	-3
15	CC/C(C)=N/NC(=O)c1[nH]c2ccc(C)cc2c1-c1ccccc1	4	-2	2.6	-2	12	2	-0.1	-22	-15
16	O=C(COc1ccc(F)cc1)N(Cc1cccc(Br)c1)C1CCS(=O)(=O)C1 (stereo unspecified)	1	0	0.7	-6	.	-2	-0.1	13	3
17	Cc1ccc(S(=O)(=O)CCNC(=O)Cc2ccccc2)cc1	0	1	-1.2	-1	33	0	0.0	6	9
18	C=CCOc1c(Br)cc(/C=N/O)cc1OCC	0	-10	-0.7	1	6	2	-0.3	1	4
19	Cc1ccc(S(=O)(=O)NCCc2ccc(S(N)(=O)=O)cc2)cc1	-1	1	1.6	-2	6	-1	-0.1	1	1
20	C=CCn1c(SCC(=O)Nc2ccc(-c3nc4ccc(C)cc4s3)cc2)nnc1-c1ccncc1	-1	0	-1.3	-3	1	-3	0.4	7	-10
21	CC(=O)/C(N=Nc1ccc(SC(F)F)cc1)=C(\C)O	0	0	1.6	-1	-2	3	0.1	-4	3
22	Cc1ccc(C(=O)N/N=C\c2cc3c(cc2Br)OCO3)s1	3	3	0.7	13	-6	2	-0.4	0	-7
23	O=C(CCCC(=O)N(CC(=O)NC1CCCCC1)c1ccccc1F)Nc1ccccn1	-5	2	1.5	-2	3	-4	0.0	11	-4
24	Cn1c(N)c(S(=O)(=O)N2CCN(c3ccccc3F)CC2)c(=O)n(C)c1=O	-1	-2	-1.3	3	-4	14	-0.1	-4	-5
25	COc1ccccc1-c1c(C)nn2c(N3CCC4(CC3)OCCO4)cc(C)nc12	0	-3	3.4	-6	7	3	-0.1	8	3
26	Cc1cc(Cl)c2oc(C(=O)N(C)C3CCOC3)c(C)c2c1 (stereo unspecified)	-3	0	-1.8	10	-12	-1	-0.3	-1	1
27	O=C(CSc1nnc(Nc2ccccc2)s1)NCc1cccs1	1	1	1.8	-1	-15	-3	0.2	3	9
28	COc1ccc(C(=O)C(Sc2nnc(C)c(=O)[nH]2)c2ccc(OC)cc2)cc1 (stereo unspecified)	3	1	0.6	-1	0	-1	-0.1	8	-2
29	COc1ccc(OC)c(-n2nnnc2SCC(=O)NCc2ccc3c(c2)OCO3)c1	-4	1	-1.2	-2	-33&-2	-2	0.0	6	2
30	COc1cccc(CNS(=O)(=O)c2ccc3c(c2)CC(C)N3C(=O)C2CCC2)c1 (stereo unspecified)	0	-2	1.8	6	-11	4	0.1	8	4
31	COc1ccc(CNc2oc(-c3ccccc3)nc2C#N)cc1	1	-4	1.6	3	-12	-1	0.0	14	-5
32	Cc1ccc(S(=O)(=O)N2CCC(Oc3ccc(-n4cnnn4)cc3)CC2)cc1	6	2	0.9	5	-29	0	0.0	8	3
33	Cc1cc(=O)oc2cc(OCC(=O)OCC(=O)Nc3ccccc3F)ccc12	-10	0	-3.7	-3	-31	-9	0.3	-1	-1
34	C=CCOc1c(CNn2cn[nH]c2=S)cccc1OC	-3	-2	0.3	4	5	-5	-0.1	4	-1
35	COCCNC(=O)C1CCCN(c2ncccn2)C1 (stereo unspecified)	1	-2	0.9	-5	14	-1	-0.1	-1	0
36	CC(Oc1ccc(F)cc1)C(=O)Nc1ccccc1C(=O)N1CCCCC1 (stereo unspecified)	.	.	4.8	.	6	-2	0.0	3	-7
37	COc1ccc(CN2CCN(c3ccccc3OC)CC2)cc1OC	0	1	2.0	2	26	2	0.1	4	2
38	O=C(OCc1ccccc1)C1=NNC2C(=O)N(Cc3ccccc3)C(=O)C12 (stereo unspecified)	0	-3	0.2	12	-2	0	0.2	2	-3
39	CCOC(=O)c1cc(CC)sc1NC(=O)COC(=O)c1cc[n+]([O-])cc1	-2	1	0.0	3	0	4	-0.1	5	0
40	O=C(CN(Cc1ccc(Cl)cc1)C(=O)CNS(=O)(=O)c1ccc(F)cc1)NCC1CCCO1 (stereo unspecified)	1	1	2.1	-2	-2	1	-0.2	-4	3
41	C/C(Cn1cnc([N+](=O)[O-])n1)=N\NC(=O)c1ccccc1F	-3	-1	-0.7	-3	1	0	-0.1	16	13
42	O=C(CN1CCCCCC1)NCC1CCCO1 (stereo unspecified)	-2	0	-3.2	-3	-10	-4	-0.1	3	12
43	CCc1ccc(C(=O)N2CCN(c3ccc(F)cc3)CC2)s1	1	-3	3.9	4	0	-3	-0.1	12	5
44	CC1(C)Cc2c(sc3c2c(N)nc(=S)n3Cc2ccc(Br)cc2)CO1	1	2	0.5	17	-29	-1	0.0	9	-3
45	COc1cc2c(cc1OC)C(c1ccc([N+](=O)[O-])cc1)NC(=O)C2 (stereo unspecified)	2	-3	-1.0	-2	5	0	-0.1	3	-3
46	Cc1cc(C)n(CCNS(=O)(=O)c2ccc(Cl)cc2)n1	-2	1	3.8	3	-5	-3	0.2	-2	0
47	O=C(NCc1cccs1)C1CCC(=O)N1C1CCCCC1 (stereo unspecified)	-1	-2	0.4	-1	0	-3	0.2	-4	4
48	CN(C)c1ccc(/C=N/O)cc1	1	2	0.7	-2	15	-2	0.1	1	1
49	O=C(CNC(=O)c1cccs1)Nc1ncccc1O	-2	-2	0.7	-1	3	-3	0.0	-4	5
50	Cc1ccccc1N(CC(=O)N1CCOCC1)S(C)(=O)=O	0	-1	3.0	1	4	0	0.1	2	2
51	CC(C)n1c(=S)[nH]c2ccccc21	2	0	0.8	-1	0	-6	0.0	-10	2
52	CCOC(=O)N1CCN(C(=O)COc2ccc(Br)cc2)CC1	3	-6	-1.7	0	-9	-4	-0.1	-5	-1
53	Cc1cccc(NC(=O)CCN2C(=O)C3C4C=CC(C4)C3C2=O)c1 (stereo unspecified)	-1	2	0.2	-6	2	2	0.0	6	-9
54	CC(NC(=O)/C=C/c1ccco1)c1nc2ccccc2n1Cc1cccc(Cl)c1 (stereo unspecified)	3	2	1.4	12	2	-1	-6.2	-3	2
55	C=CCn1c(C(CC)CC(C)(C)O)n[nH]c1=S (stereo unspecified)	0	-4	-0.8	-3	2	-1	0.0	-3	-5
56	CN(C(=O)c1coc(=O)c2ccccc12)c1ccccc1Cl	-2	2	-1.3	-14	5	0	0.3	-11	-10
57	CN(C(=O)CSc1cc(C(=O)c2nccn2C)c2ccccc2n1)c1ccccc1	2	-2	1.4	4	0	-4	-0.2	15	-1
58	O=C(O)C1CC=CCC1C(=O)NNS(=O)(=O)c1ccccc1 (stereo unspecified)	-5	2	-1.4	-3	-11	-2	0.2	3	4
59	COc1ccccc1COC(=O)c1ccc(S(=O)(=O)N2CCOCC2)cc1	.	.	3.2	.	-1	5	0.0	-6	12

Screening results from PubChem BioAssay.
